# Bcl-2 Bim block – human Bim-Bcl-2 interaction inhibition. P10415. Bead-based flow cytometry, Bim peptide-Bcl-2 binding. inhibition, % at 10 µM. 190,000 tested, 0.06% active; in the data active means inhibition above about 40%; inconclusive means no clear call, values can overlap the other calls;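 further: 0% = no compound wells with probe peptide and 100% = reference peptide inhibitor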
# Target sequence (P10415 whole entry, looked up): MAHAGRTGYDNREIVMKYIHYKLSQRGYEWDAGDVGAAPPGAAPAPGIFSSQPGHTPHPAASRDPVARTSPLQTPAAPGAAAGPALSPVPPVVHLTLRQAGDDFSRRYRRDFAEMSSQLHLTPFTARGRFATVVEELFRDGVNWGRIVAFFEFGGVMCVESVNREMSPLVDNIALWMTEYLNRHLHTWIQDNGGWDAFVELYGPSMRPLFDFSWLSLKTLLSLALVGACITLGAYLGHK
# Cdc42 wt GTP – changes GTP binding to wildtype human Cdc42; GST-Cdc42 beads, Bodipy-GTP binding, flow cytometry; actives lie on both sides; percent activity (GTP binding), % at 10 µM; 190,000 tested, 0.2% active; AID 761;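 active means percent activity GTP binding at least 20 points away from the 100% baseline, either down as inhibitor or up as activator; inconclusive means compound flagged as likely green fluorescent from well-wide comparison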;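 further: median bead fluorescence of bound Bodipy-FL-GTP at 100 nM; 0% = excess unlabeled GTP control and 100% = no compound control; below 100% means less GTP binding so inhibitor and above means activator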
# Target sequence (P60953 whole entry, looked up): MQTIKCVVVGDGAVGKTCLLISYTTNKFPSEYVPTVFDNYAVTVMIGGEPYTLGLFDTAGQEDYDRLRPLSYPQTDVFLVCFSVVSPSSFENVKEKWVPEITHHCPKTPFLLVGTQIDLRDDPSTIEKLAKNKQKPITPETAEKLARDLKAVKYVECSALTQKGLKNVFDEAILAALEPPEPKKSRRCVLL
# Rab2A wt mod – changes GTP binding to wildtype dog Rab2A, up or down; 190,000 tested, 0.19% active; GST-Rab2 wt beads, Bodipy-GTP binding, flow cytometry; P61105; GTP binding activity, % at 10 µM;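 active means GTP binding activity at least 20 points away from 100%, either lowered or raised; inconclusive means signal likely due to the compound's own green fluorescence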;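 further: 0% = beads with excess unlabeled GTP and 100% = no-compound control corrected for plate trend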
# Bim-Bcl-XL – inhibitors of Bim-Bcl-XL interaction, human; Bim peptide-Bcl-XL binding, bead flow cytometry, fluorescence; inhibition, % at 10 µM; 190,000 tested, 0.04% active
# Target sequence (Q07817 whole entry, looked up): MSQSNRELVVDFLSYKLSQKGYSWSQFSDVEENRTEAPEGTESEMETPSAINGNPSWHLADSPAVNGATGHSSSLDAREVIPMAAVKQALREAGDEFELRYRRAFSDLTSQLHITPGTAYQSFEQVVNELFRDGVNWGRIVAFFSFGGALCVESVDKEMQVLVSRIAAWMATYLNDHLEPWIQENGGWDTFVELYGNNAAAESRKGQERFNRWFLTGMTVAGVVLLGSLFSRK
# Rab7 wt modul – dog Rab7 wildtype GTP binding, inhibitors and activators | 190,000 tested, 0.055% active | AID 758 | GST-Rab7 beads, fluorescent GTP binding, flow cytometry; actives lie on both sides; untreated = 100%, excess cold GTP = 0% | GTP binding activity (percent of control), % at 10 µM;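 active means fluorescent GTP binding to Rab7 beads changed by at least 20 points from the 100% baseline, either direction, mostly lower; inconclusive means compound itself probably fluorescent, or too few beads counted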;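 further: median green fluorescence of bound Bodipy-FL-GTP per Rab7 bead population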
# HRas wt GTP – changes GTP binding to wildtype human HRas | P01112 | GST-Ras wt beads, Bodipy-FL-GTP binding, flow cytometry; actives lie on both sides | GTP binding activity, % at 10 µM | 190,000 tested, 0.14% active;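 active means GTP binding activity at least 20% away from the 100% baseline, either lowered as inhibitor or raised as activator; inconclusive means flagged as likely green fluorescent, judged across all proteins in the well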;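 further: 0% = unlabeled GTP competition control and 100% = no-compound control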
# Bim-Bcl-W – disrupts Bim peptide binding to human Bcl-W. bead-based flow cytometry. inhibition, % at 10 µM. 190,000 tested, 0.02% active;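 further: 0% = bound tracer without compound and 100% = peptide blocker; higher means less fluorescent Bim peptide bound to Bcl-W beads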
# Target sequence (Q92843 whole entry, looked up): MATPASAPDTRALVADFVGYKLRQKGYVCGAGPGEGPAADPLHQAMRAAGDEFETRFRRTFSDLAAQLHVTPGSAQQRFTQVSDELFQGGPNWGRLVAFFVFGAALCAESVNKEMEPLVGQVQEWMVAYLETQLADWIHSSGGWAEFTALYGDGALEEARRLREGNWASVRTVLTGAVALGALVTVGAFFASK
# Bcl-B Bim block – inhibitors of Bim-Bcl-B interaction, human | inhibition, % at 10 µM | AID 951 | bead-based flow cytometry, Bim peptide-Bcl-B binding | Q9HD36 | 190,000 tested, 0.073% active;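 further: 0% = tracer peptide without compound and 100% = reference inhibitor peptide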
# Bim-Bfl-1 – disrupts Bim binding to human Bfl-1 | AID 1008 | Bead-based flow cytometry, Bim-Bfl-1 binding inhibition | 190,000 tested, 0.12% active | inhibition, % at 10 µM | Q16548;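 further: 0% = wells without compound plus tracer and 100% = blocker peptide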
# Rac1 act GTP bind – human Rac1 activated mutant GTP binding change. P63000. 190,000 tested, 0.11% active. AID 764. GST-Rac1 activated beads, fluorescent GTP binding, flow cytometry; actives lie on both sides; 100% means binding = to untreated wells. percent activity (GTP binding), % at 10 µM;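 active means GTP binding at least 20 percentage points away from the 100% baseline, in either direction, so actives lie on both sides; inconclusive means Compound likely fluorescent itself, or too few beads counted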
# Rac1 wt modul – human Rac1 wildtype GTP binding, inhibitors and activators. GTP binding activity (% of control), % at 10 µM. 190,000 tested, 0.27% active. GST-Rac1 beads, fluorescent GTP binding, flow cytometry; actives lie on both sides; 0 = cold GTP competed, 100 = untreated. AID 757. P63000;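 active means GTP binding activity at least 20 points away from the 100% control level, either lower or higher; inconclusive means compound flagged as likely green fluorescent, judged across all proteins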
# The depositor's hits bear a star; ? = inconclusive; / = no result given. Unless noted, no stated cut-off is given here; in the data, active means inhibition above about 40%.
SMILES,Bcl-2 Bim block,Cdc42 wt GTP,Rab2A wt mod,Bim-Bcl-XL,Rab7 wt modul,HRas wt GTP,Bim-Bcl-W,Bcl-B Bim block,Bim-Bfl-1,Rac1 act GTP bind,Rac1 wt modul
O=C(NCCCN1CCCC1=O)C1CCN(S(=O)(=O)N2CCOCC2)CC1,-3,101,99,-3,101,100,2,-3,-1,98,99
CCOC(=O)CCc1c(C)c(C#N)c2nc3ccccc3n2c1-n1cnc2ccccc21,-4,97,98,1,99,99,1,-6,-4,99,102
C=CCNc1nnc(SC2CC(=O)N(c3ccc(OCCC)cc3)C2=O)s1 (stereo not given),-4,104,100,-11,101,104,-2,-3,-11,98,103
O=C(CCCSc1nc2ccccc2[nH]1)NCc1ccco1,2,103,103,0,98,103,0,0,0,101,100
CSc1ccc(C2C(C#N)=C(N)Oc3c2ccc(=O)c2c(C)oc(C)c32)cc1 (stereo not given),?,102,105,/,104,103,/,/,/,98,108
Cc1cc(C)cc(NC(=O)C2CCCC2)c1,-7,98,99,-4,100,98,-4,-8,-13,97,101
O=C(Nc1ccccc1Cl)N1CCn2c(nc3ccccc32)C1,-14,104,102,-1,105,103,-2,-12,-17,101,103
COC(=O)c1cn(NC(=O)C2CCCO2)c(=O)c2ccccc12 (stereo not given),0,96,96,-4,97,93,-3,-5,-2,93,98
CCCCCN1C(C)=CC(=C(C#N)C#N)C=C1C,-5,96,97,-2,96,95,-4,-3,-6,96,99
COc1ccc(C(=O)COC(=O)/C=C/c2ccc(S(=O)(=O)Nc3cccc(S(N)(=O)=O)c3)cc2)cc1,1,89,93,-1,100,94,2,-6,-3,89,89
Cc1ccc2c(c1)-c1c(cnn1CC(=O)N(Cc1ccco1)C1CCCCC1)CO2,-7,98,98,-4,97,99,0,-10,-6,97,97
CC(C)(C)c1cc(N/C=C\c2nnnn2-c2ccc(Br)cc2)no1,4,104,103,1,100,104,-3,-6,-1,101,108
O=C(COc1ccc(F)cc1)Nc1ccc(-n2cnnn2)cc1,1,107,102,-2,99,104,0,0,0,100,103
O=C(NCc1ccc2c(c1)OCO2)c1cc([N+](=O)[O-])ccc1N1CCCCC1,-11,99,97,-10,100,97,-8,-12,-17,98,104
COc1cccc(C2[C@H](C)C3(CCN2C)OCCO3)c1 (stereo not given in full),-12,104,102,-9,100,102,-2,-14,-11,103,109
CCN(CC)CCNC(=O)Cc1c(C(=O)O)n(C)c2ccccc12,-8,102,101,-4,101,100,0,-6,-9,101,103
COc1ccc(Cc2[nH]n3c(=O)cc(C(C)C)nc3c2-c2ccccc2)cc1,0,93,94,-4,94,96,-2,-3,-3,88,98
Cc1ccc2c(c1)N=C(c1ccc(Cl)cc1)CO2,-2,101,100,6,103,100,2,2,-1,99,104
O=C(O)Cc1csc(-c2ccc(F)cc2)n1,-2,96,95,0,98,96,-3,-1,-4,96,100
CCn1c(C)nc2cc(C(=O)N/N=C(\C)c3ccc(OC)cc3O)ccc21,0,91,94,3,103,95,2,1,0,93,94
Cc1nc2sc(C(c3cccc(F)c3)N3CCC(C)CC3)c(O)n2n1 (stereo not given),-5,100,97,0,97,98,0,-9,-8,95,97
Nc1cccc(C(=O)Nc2ccccc2Cl)c1,-3,105,105,0,106,105,-2,-1,-2,102,105
Cc1noc(C)c1COc1cccc(C(=O)N2CCN(C/C=C/c3ccccc3)CC2)c1,-3,101,99,-3,96,100,-2,-2,-8,99,97
CCOC(=O)c1ccc(NS(=O)(=O)c2ccc3c(c2)oc(=O)n3C)cc1,-4,97,99,-8,101,98,-3,-6,-4,96,103
CC(=O)NCC(=O)N1CCCC(C(=O)c2ccc3c4c(cccc24)CC3)C1 (stereo not given),-6,97,98,-6,98,97,-3,-7,-5,97,101
Cc1c(NC(=O)C23CC4CC(CC(C)(C4)C2)C3)c(=O)n(-c2ccccc2)n1C,0,103,102,-2,103,102,-3,-5,-3,99,102
Cc1ccc(S(=O)(=O)NCCC(=O)Nc2ccc(Cl)c(Cl)c2)cc1C,0,103,98,-7,100,99,-2,-2,0,100,104
O=C(CSc1nccn1-c1ccc(Cl)cc1)NCc1ccc2c(c1)OCO2,0,94,96,-1,98,93,0,-2,-2,96,99
O=C(/C=C/c1ccc(Cl)cc1Cl)Nc1cccc(S(=O)(=O)NC2=NCCCCC2)c1,-11,96,98,-10,92,98,-4,-9,-15,100,97
CN(C)CCOC(=O)C12CC3(C)CC(C)(CC(C)(C3)C1)C2,-6,99,97,-11,96,98,0,-4,-12,96,99
O=C(NN1CCCCC1)c1ccc(COc2ccc(Cl)cc2)cc1,-1,97,98,-1,98,96,0,-1,-2,97,99
Cc1noc(C)c1CN1C(=O)NC2(CCCCCCC2)C1=O,-9,96,97,-7,100,99,2,-3,-14,98,101
CCNC(=O)CCSc1nc2cc(Cl)ccc2o1,0,97,98,-2,102,97,2,3,1,97,98
O=C(NCCN1C(=O)S/C(=C\c2ccccc2F)C1=O)C1CCN(S(=O)(=O)c2cccs2)CC1,1,96,94,-5,92,96,-1,-5,0,94,97
O=C(Cn1cc(C(=O)c2cccs2)c2ccccc21)NCC1CCCO1 (stereo not given),-13,101,99,-7,99,101,0,-7,-15,96,104
COc1ccc(C2c3c(oc4ccc(Cl)cc4c3=O)C(=O)N2Cc2ccco2)cc1OC (stereo not given),-3,101,100,-2,97,99,-1,-4,-8,99,106
CCOC(=O)C1CCN(C(=O)Cn2cc(C(=O)C3CC3)c3ccccc32)CC1,-9,100,100,-7,103,100,0,-8,-16,97,101
C=CCn1c(NCc2ccccc2)nc2ccccc21,-4,100,99,-13,103,102,4,-6,-10,97,107
N#Cc1cn(OCc2ccccc2)c(=O)[nH]c1=O,0,100,97,-3,102,100,0,-4,1,100,101
Cc1ccc(NC(=O)CN(C)C(=O)c2n[nH]c(=O)c3ccccc23)cc1,-2,99,100,-2,104,99,-2,-5,-6,95,100
O=C(NCc1cccs1)c1ccc(CS(=O)(=O)c2ccc(Cl)cc2)o1,-6,97,99,-7,101,101,0,-3,-4,95,99
O=C(CSC1=NCCN1)NC(c1ccccc1)c1ccccc1,1,90,92,-2,105,95,-4,1,2,93,94
CCOc1ncccc1C(=O)Nc1ncc(C)s1,-2,96,100,0,110,99,2,0,-2,97,102
COCCNc1nnnc2c1sc1nc(N3CCOCC3)c3c(c12)CCCC3,4,81,83,17,95,82,11,13,-3,88,73*
CC(C)CC(NC(N)=O)C(=O)NCCc1ccc(Cl)cc1 (stereo not given),-3,102,101,1,109,101,0,-1,-1,98,105

# Reprinted from the part before: two compounds, followed by the next part.
SMILES,Bcl-2 Bim block,Cdc42 wt GTP,Rab2A wt mod,Bim-Bcl-XL,Rab7 wt modul,HRas wt GTP,Bim-Bcl-W,Bcl-B Bim block,Bim-Bfl-1,Rac1 act GTP bind,Rac1 wt modul
COCCNc1nnnc2c1sc1nc(N3CCOCC3)c3c(c12)CCCC3,4,81,83,17,95,82,11,13,-3,88,73*
CC(C)CC(NC(N)=O)C(=O)NCCc1ccc(Cl)cc1 (stereo not given),-3,102,101,1,109,101,0,-1,-1,98,105
Cc1cccc(C(=O)NC(=S)NCc2cccnc2)c1,-2,102,100,-8,100,101,-4,-8,-4,102,106
O=C(O)CCCCCNC(=O)c1ccccc1,0,102,101,1,101,101,-1,-4,-1,100,99
OC(COCc1ccc2c(c1)OCO2)CN1CCCCC1 (stereo not given),-3,95,99,-3,104,96,0,-4,-5,95,99
Cc1ccc2nc(-c3ccco3)c(Nc3ccccc3)n2c1,1,112,112,-1,107,111,-1,0,1,109,114
CCOC(=O)N1CCN(C(=O)CCl)CC1,-1,99,95,0,101,98,0,1,-3,94,100
Cc1ccc(C(=O)Nc2nc3ccccc3n2CCN2CCCC2)cc1,-13,96,95,-7,96,94,-3,-8,-13,96,95
NS(=O)(=O)c1ccc(CCNC(=O)CSc2ccc3ccccc3c2)cc1,-4,96,99,-3,104,97,1,-6,-7,95,98

# Entries of single compounds as entered above.
# `Cc1cccc(C(=O)NC(=S)NCc2cccnc2)c1` reads Bcl-2 Bim block = -2; Cdc42 wt GTP = 102; Rab2A wt mod = 100; Bim-Bcl-XL = -8; Rab7 wt modul = 100; HRas wt GTP = 101; Bim-Bcl-W = -4; Bcl-B Bim block = -8; Bim-Bfl-1 = -4; Rac1 act GTP bind = 102; Rac1 wt modul = 106
# `Cc1ccc(C(=O)Nc2nc3ccccc3n2CCN2CCCC2)cc1` reads Bcl-2 Bim block = -13; Cdc42 wt GTP = 96; Rab2A wt mod = 95; Bim-Bcl-XL = -7; Rab7 wt modul = 96; HRas wt GTP = 94; Bim-Bcl-W = -3; Bcl-B Bim block = -8; Bim-Bfl-1 = -13; Rac1 act GTP bind = 96; Rac1 wt modul = 95
# `O=C(NCc1ccc2c(c1)OCO2)c1cc([N+](=O)[O-])ccc1N1CCCCC1` reads Bcl-2 Bim block = -11; Cdc42 wt GTP = 99; Rab2A wt mod = 97; Bim-Bcl-XL = -10; Rab7 wt modul = 100; HRas wt GTP = 97; Bim-Bcl-W = -8; Bcl-B Bim block = -12; Bim-Bfl-1 = -17; Rac1 act GTP bind = 98; Rac1 wt modul = 104

# Copied from the list.
# COCCNc1nnnc2c1sc1nc(N3CCOCC3)c3c(c12)CCCC3 @ Bcl-B Bim block = 13
# O=C(CSC1=NCCN1)NC(c1ccccc1)c1ccccc1 @ Rab7 wt modul = 105
# OC(COCc1ccc2c(c1)OCO2)CN1CCCCC1 (stereo not given) @ Rac1 wt modul = 99
# COc1ccc(Cc2[nH]n3c(=O)cc(C(C)C)nc3c2-c2ccccc2)cc1 @ Bcl-B Bim block = -3

# Assay outcomes as filed in PubChem BioAssay.

# Compounds as they come; any-hit rate near 0.62%.
